# Screening results: PubChem, The Scripps Research Institute Molecular Screening Center
# PAFAH2 inh – PAFAH2 (human) inhibition; Q99487; recombinant PAFAH2, FP-rhodamine activity probe, fluorescence polarization; inhibition, % at 3.39 µM; hit rate 0.99% among 340,000; AID 492956;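 active means inhibition above the mean over all tested compounds plus 3 SD, cut at about 30% in these data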;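 further: inhibitors block probe labeling of enzyme so polarization drops; 0% = enzyme with DMSO and 100% = wells lacking PAFAH2 protein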
# pPAFAH FP inh – pPAFAH (human) enzyme inhibition. AID 463082. Q13093. hit rate 1.5% among 330,000. inhibition, % at 3.39 µM. recombinant pPAFAH, FP-rhodamine probe fluorescence polarization;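 active means inhibition above the mean inhibition across the screen plus 3 SD, cut at about 25% in these data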;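 further: inhibitors block binding of the rhodamine activity-based probe so polarization drops; 0% = enzyme with DMSO and 100% = wells lacking pPAFAH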
# LYPLA1 counter – counter-screen for PME1 inhibitors: inhibitors of human LYPLA1 | O75608 | recombinant LYPLA1, FP-Rh probe fluorescence polarization | inhibition, % at 5.9 µM | hit rate 0.16% among 320,000 | AID 2174;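 active means inhibition above the mean of all tested compounds plus 3 SD, set per campaign, cut at about 14% in these data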;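 further: inhibitors block serine hydrolase probe labeling of LYPLA1 so polarization falls; 0% = enzyme with DMSO and 100% = wells lacking LYPLA1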
# Fam108B counter – blocks mouse Fam108B hydrolase in RBBP9 counter-screen; inhibition, % at 9.51 µM; hit rate 0.33% among 300,000; recombinant Fam108B, FP-Rh probe fluorescence polarization;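 active means inhibition above the screen mean inhibition plus 3 SD, computed separately per campaign, cut at about 18% in these data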;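 further: inhibitors lower polarization as less probe binds the enzyme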
# PME-1 primary – blocks human protein phosphatase methylesterase 1; Q9Y570; recombinant PME-1, FP-Rh probe fluorescence polarization; inhibition, % at 5.9 µM; hit rate 0.53% among 320,000; AID 2130;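 active means inhibition above the campaign mean of all compounds plus 3 SD, cut at about 26% in these data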;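 further: competitive labeling of PME-1 active site by serine hydrolase directed probe; 0% = PME-1 with DMSO and 100% = wells lacking PME-1 enzyme; inhibitors block probe labeling so polarization falls and inhibition rises; many of its hits are not listed in these tables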
# PAFAH1B3 FP inh – PAFAH1B3 (human) inhibition; Q15102; hit rate 0.28% among 340,000; recombinant PAFAH1B3, FP-rhodamine probe, fluorescence polarization; inhibition, % at 3.39 µM; AID 492972;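 active means inhibition above the screen-wide average of all tested compounds plus 3 SD, cut at about 25% in these data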;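 further: 0% = enzyme with DMSO only and 100% = wells lacking PAFAH1B3 protein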
# Target sequence (Q15102 whole entry, looked up): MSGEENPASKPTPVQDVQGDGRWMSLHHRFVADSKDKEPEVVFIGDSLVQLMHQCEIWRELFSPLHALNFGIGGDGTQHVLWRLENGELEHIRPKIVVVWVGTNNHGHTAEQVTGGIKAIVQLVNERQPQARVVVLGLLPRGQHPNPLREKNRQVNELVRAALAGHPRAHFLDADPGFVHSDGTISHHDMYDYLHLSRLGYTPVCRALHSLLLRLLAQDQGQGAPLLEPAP
# PAFAH1B2 FP inh – PAFAH1B2 (human) inhibition | P68402 | recombinant PAFAH1B2, FP-rhodamine activity probe, fluorescence polarization | inhibition, % at 3.39 µM | hit rate 1.2% among 340,000;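 active means inhibition above the mean of all tested compounds plus 3 SD, cut at about 24% in these data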;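 further: 0% = enzyme with DMSO and 100% = wells lacking PAFAH1B2; many of its hits are not listed in these tables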
# PAD4 FP inh – blocks human protein arginine deiminase 4; recombinant PAD4, RCA probe fluorescence polarization; inhibition, % at 6.36 µM; hit rate 0.41% among 330,000; AID 485272;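 active means percent inhibition above a cutoff equal to the mean of all tested compounds plus 3 SD, cut at about 15% in these data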;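 further: 0% = PAD4 with RCA probe and DMSO and 100% = probe without PAD4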
# Target sequence (Q9UM07 whole entry, looked up): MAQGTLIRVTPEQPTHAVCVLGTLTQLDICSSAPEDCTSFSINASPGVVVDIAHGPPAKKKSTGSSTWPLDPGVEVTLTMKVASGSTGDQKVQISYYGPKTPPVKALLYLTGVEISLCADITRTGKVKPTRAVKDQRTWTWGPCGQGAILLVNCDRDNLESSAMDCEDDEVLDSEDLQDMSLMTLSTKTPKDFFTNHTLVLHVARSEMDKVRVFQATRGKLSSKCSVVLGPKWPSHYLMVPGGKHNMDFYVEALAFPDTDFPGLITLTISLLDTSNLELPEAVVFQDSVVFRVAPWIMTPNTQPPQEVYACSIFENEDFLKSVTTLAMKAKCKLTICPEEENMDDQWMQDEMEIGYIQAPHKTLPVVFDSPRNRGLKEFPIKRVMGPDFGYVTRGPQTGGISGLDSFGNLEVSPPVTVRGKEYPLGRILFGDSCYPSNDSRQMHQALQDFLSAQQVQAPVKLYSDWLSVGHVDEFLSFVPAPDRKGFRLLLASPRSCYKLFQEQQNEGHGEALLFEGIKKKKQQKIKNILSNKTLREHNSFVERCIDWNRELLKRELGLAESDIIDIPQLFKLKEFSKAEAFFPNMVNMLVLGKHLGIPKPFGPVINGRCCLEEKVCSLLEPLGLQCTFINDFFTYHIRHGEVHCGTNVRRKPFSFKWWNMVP
# GSTO1 counter – GSTO1 inhibition, counter-screen for RBBP9 inhibitors; P78417; recombinant GSTO1, activity-based probe fluorescence polarization; inhibition, % at 5.96 µM; hit rate 1.1% among 300,000; AID 1974;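 active means inhibition above the campaign mean inhibition plus 3 SD, cut at about 35% in these data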;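 further: 0% = GSTO1-1 with DMSO and 100% = wells lacking GSTO1-1 enzyme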
# * = called active by the depositor; . = no result given. These rows are one share of the data; count on the stated rates, not on these rows.
SMILES,PAFAH2 inh,pPAFAH FP inh,LYPLA1 counter,Fam108B counter,PME-1 primary,PAFAH1B3 FP inh,PAFAH1B2 FP inh,PAD4 FP inh,GSTO1 counter
CC1(C)Cc2cccc(OCC(=O)NCCOc3ccccc3)c2O1,6.5,5.0,3.1,1.3,-4.5,5.9,4.8,3.0,-6.2
O=C(CN(C(=O)CNC(=O)c1ccco1)c1ccc2c(c1)OCO2)NC1CCCCC1,-1.6,4.0,4.7,2.2,-3.1,7.1,-2.2,1.1,3.1
CCn1cc(/C=C(\NC(=O)c2ccccc2Cl)C(=O)NCCN2CCOCC2)c2ccccc21,8.2,7.4,6.6,2.6,-2.7,7.0,-0.2,0.2,2.2
COc1ccc(NC(=O)c2cccnc2N2CCCCC2)cc1,2.6,-3.0,1.6,5.6,-6.3,6.9,3.1,-3.0,6.5
C=CCN1C(=O)C2C(C(=O)NC3CCCC3)C3(C)C=CC2(O3)C1C(=O)NC1CCCC1 (centres undefined),7.3,5.4,-4.0,-1.9,3.9,1.7,3.5,4.2,1.8
Oc1ccc2nnc3c(Br)cnn3c2c1,3.4,7.5,0.6,4.3,2.7,8.1,1.5,0.0,5.6
O=C(NNc1nc2c(F)cc(F)cc2s1)C1=COCCO1,11.2,7.0,0.1,0.8,3.5,7.2,10.6,-1.1,8.0
O=C(CCc1ccccc1)Nc1nnc(-c2cccs2)o1,0.6,1.6,1.6,0.3,-2.3,1.6,7.3,-2.4,-2.1
Cc1cc(=O)n2[nH]c(SCc3ccccc3Cl)nc2n1,40.4*,20.8,-2.4,-0.3,-4.6,6.3,4.5,-0.3,-14.0
O=C1C2C(C(=O)N1c1ccncc1)C1C=CC2C12CC2 (centres undefined),-9.7,5.0,-0.9,2.1,-3.1,-0.5,-3.5,-3.4,13.4
Brc1ccc(N/N=C(/N=Nc2nn[nH]n2)c2ccccc2)cc1,44.3*,60.5*,13.0,24.8*,50.5*,22.7,20.7,0.3,24.7
COCCc1nnc(NC(=O)C(C)C)s1,6.2,4.5,-3.4,2.1,-2.2,0.0,0.0,3.5,8.5
N/C(Cc1ccc([N+](=O)[O-])cc1)=N\OC(=O)COc1ccc2ccccc2c1,-1.4,7.8,1.1,1.4,5.1,6.9,1.7,1.0,-2.7
CSc1nnc2c(n1)OC(c1cccn1C)N(C(C)=O)c1ccccc1-2 (centres undefined),4.9,2.8,2.1,-2.6,0.1,2.7,2.3,-3.9,-1.0
N#C/C(=C1/CCCCCN1)c1nc2ccccc2s1,-4.2,2.7,0.3,-3.5,-4.8,-5.3,0.5,0.1,-2.9
COc1cccc(NC(=O)C(=O)NCCC2CCCCN2S(=O)(=O)c2ccccc2)c1 (centres undefined),-1.4,5.0,-0.2,0.4,-3.4,5.0,5.9,-2.1,7.0
COc1ccc(N(CC(=O)N2CCCCCC2)S(C)(=O)=O)cc1Cl,3.4,-0.6,3.0,7.1,1.2,8.3,3.9,0.2,2.0
COc1ccc(/C=N\NC(=O)c2ccccc2[N+](=O)[O-])cc1COc1c(F)c(F)c(F)c(F)c1F,-16.1,10.5,-19.1,-23.5,-11.4,-3.8,-1.8,-8.1,-6.7
CC(OC(=O)CNC(=O)c1ccccc1F)C(=O)Nc1nc(-c2ccccc2)cs1 (centres undefined),-7.8,3.2,0.4,-0.9,2.9,0.2,1.3,0.8,6.6
CCOC(=O)C(C)Sc1nc2c(cnn2-c2ccc(C)cc2)c(=O)[nH]1 (centres undefined),-5.5,-8.6,0.7,5.0,-1.2,-9.1,0.6,-3.1,-4.3
COc1ccc(C2/C=C\CN(S(=O)(=O)c3ccc4ccccc4c3)CC(=O)N2Cc2ccc(F)cc2)cc1 (centres undefined),-2.3,8.4,-4.5,-2.7,-6.5,17.4,-1.1,-2.2,6.8
O=C(/C=C/c1ccc(Br)o1)OCc1ccccc1,0.2,6.3,-3.6,-1.1,1.1,6.2,-2.1,3.1,5.0
COc1nc(-c2ccccc2)ccc1-c1noc(-c2ccccc2F)n1,-3.0,1.5,1.0,-6.1,-4.9,2.8,-5.0,3.8,-4.6
Cc1ccc(C)c(-n2sc3ccc(F)cc3c2=O)c1,4.1,12.8,1.3,.,4.0,-6.3,-2.3,37.6*,.
Cc1ccc(C(=O)c2ccccc2C(=O)OCC(=O)Nc2ccc(SC(F)F)cc2)cc1,28.8,-24.0,-21.4,-32.0,-46.9,-14.3,-3.3,-3.9,-9.7
O=C(CN1CC[n+]2c(-c3cccs3)csc21)c1ccc(-c2ccccc2)cc1,3.9,7.3,0.3,6.5,2.1,2.3,-1.8,2.1,-0.9
Cn1c(=O)c([N+](=O)[O-])c(N2CCSCC2)c2ccccc21,5.8,2.8,0.4,2.2,6.7,4.6,10.6,1.5,-1.5
CCC(C(=O)NC1CCCC1)N(C(=O)Cn1nnc(-c2ccc(OC)c(OC)c2)n1)C1CCCCC1 (centres undefined),2.8,0.0,2.0,-3.2,1.4,7.1,-4.0,-1.9,-3.5
CCOc1ccc(NC(=O)C2CCN(C(=O)NC3CCCCC3)CC2)cc1,-11.3,6.7,2.5,-0.6,-1.6,-0.2,-2.8,1.1,-1.7
CCCCN(C(=O)c1ccc2c(c1)OCO2)c1ccccc1,9.5,1.6,-3.2,-0.7,4.6,8.9,13.5,2.6,9.5

# Filtered by structure, the entries above with an NH in an aromatic ring (three)
SMILES,PAFAH2 inh,pPAFAH FP inh,LYPLA1 counter,Fam108B counter,PME-1 primary,PAFAH1B3 FP inh,PAFAH1B2 FP inh,PAD4 FP inh,GSTO1 counter
Cc1cc(=O)n2[nH]c(SCc3ccccc3Cl)nc2n1,40.4*,20.8,-2.4,-0.3,-4.6,6.3,4.5,-0.3,-14.0
Brc1ccc(N/N=C(/N=Nc2nn[nH]n2)c2ccccc2)cc1,44.3*,60.5*,13.0,24.8*,50.5*,22.7,20.7,0.3,24.7
CCOC(=O)C(C)Sc1nc2c(cnn2-c2ccc(C)cc2)c(=O)[nH]1 (centres undefined),-5.5,-8.6,0.7,5.0,-1.2,-9.1,0.6,-3.1,-4.3

# Further compounds
SMILES,PAFAH2 inh,pPAFAH FP inh,LYPLA1 counter,Fam108B counter,PME-1 primary,PAFAH1B3 FP inh,PAFAH1B2 FP inh,PAD4 FP inh,GSTO1 counter
c1ccc(C2=NC(c3ccccc3)N=C(c3ccccc3)N2)cc1,4.9,-0.7,-5.5,3.1,1.0,-2.2,2.8,-4.0,-0.1
CCOc1cc(S(=O)(=O)N2CCCC2)ccc1Cl,4.1,1.6,-1.4,0.7,3.3,-0.7,-0.1,-0.8,7.2
COc1ccc2nc(NC(=O)c3cccs3)sc2c1,.,3.2,-4.8,-11.0,-13.5,.,.,-0.9,-6.5
O=[N+]([O-])c1ccccc1/C=C/C=N/Nc1ccc(S(=O)(=O)Nc2ccc(Cl)cc2)cc1[N+](=O)[O-],11.6,7.4,-9.6,59.6*,39.7*,8.7,-13.8,-2.1,1.4
O=C(C1=C[C@H](c2ccccc2)C[C@H](OCCCCO)O1)N1CCN(Cc2ccc3c(c2)OCO3)CC1,-4.5,4.7,-0.9,0.4,1.6,7.3,-7.2,1.3,-1.1
CC(OC1=CC(=O)CCC1)C(=O)c1ccccc1 (centres undefined),0.3,2.1,0.6,0.1,-3.4,5.7,0.2,-4.7,-4.2
CCOC(=O)Nc1ccc2c(c1)N(C(=O)N(C)C)c1ccccc1CC2,2.4,-3.3,-0.8,-1.9,-4.9,1.9,-1.6,-6.0,-0.7
Cc1c(C(=S)Nc2ccccc2)cnn1-c1ccc([N+](=O)[O-])cc1,4.7,-5.4,-1.9,-6.0,1.1,7.0,5.7,10.5,-5.9
COCC(=O)Nc1cc(Cl)c(OC)cc1OC,0.1,3.2,2.7,1.7,3.6,-0.9,5.3,0.1,-0.2
Cc1ccc(Cn2c(Sc3nnc(C)s3)nc3c2c(=O)[nH]c(=O)n3C)cc1,-4.3,-3.6,-2.2,-1.6,-5.3,-0.9,4.3,0.9,-4.6

# Whole records, looked up by structure:
# CCOC(=O)Nc1ccc2c(c1)N(C(=O)N(C)C)c1ccccc1CC2 reads PAFAH2 inh = 2.4; pPAFAH FP inh = -3.3; LYPLA1 counter = -0.8; Fam108B counter = -1.9; PME-1 primary = -4.9; PAFAH1B3 FP inh = 1.9; PAFAH1B2 FP inh = -1.6; PAD4 FP inh = -6.0; GSTO1 counter = -0.7
# c1ccc(C2=NC(c3ccccc3)N=C(c3ccccc3)N2)cc1 reads PAFAH2 inh = 4.9; pPAFAH FP inh = -0.7; LYPLA1 counter = -5.5; Fam108B counter = 3.1; PME-1 primary = 1.0; PAFAH1B3 FP inh = -2.2; PAFAH1B2 FP inh = 2.8; PAD4 FP inh = -4.0; GSTO1 counter = -0.1
# COc1ccc2nc(NC(=O)c3cccs3)sc2c1 reads PAFAH2 inh = .; pPAFAH FP inh = 3.2; LYPLA1 counter = -4.8; Fam108B counter = -11.0; PME-1 primary = -13.5; PAFAH1B3 FP inh = .; PAFAH1B2 FP inh = .; PAD4 FP inh = -0.9; GSTO1 counter = -6.5

# Further structures:
SMILES,PAFAH2 inh,pPAFAH FP inh,LYPLA1 counter,Fam108B counter,PME-1 primary,PAFAH1B3 FP inh,PAFAH1B2 FP inh,PAD4 FP inh,GSTO1 counter
CN1C[C@@H]2[C@@H]3C(=O)N(Cc4ccccc4)C(=O)[C@@H]3[C@](C)(C1=O)N2C(=O)c1ccc(Cl)cc1,2.3,1.6,.,.,.,-3.1,5.8,-3.1,.
Cc1oc(C(C)(C)C)cc1C(=O)NCc1ccc2c(c1)OCO2,-0.6,3.2,0.1,0.5,3.1,2.7,2.6,2.7,-0.2
CCn1c(SCC(=O)NC2CC2)nnc1-c1ccccn1,-7.5,-2.4,-1.3,2.3,2.9,7.3,8.4,-2.7,4.5
COc1ccc(-c2noc(N3CCC(C(=O)Nc4ccc(F)cc4)CC3)n2)cc1,-6.0,1.5,-4.2,-6.3,-8.6,-9.7,0.9,-1.0,4.4
O=C(CSc1nnc(CNC(=O)c2cccs2)o1)NCC1CCCO1 (centres undefined),-4.6,0.1,-0.4,0.5,-4.0,4.9,6.0,-0.4,3.3
Cc1ccc(S(=O)(=O)NNC(=O)/C=C/c2cccc(F)c2)cc1,4.0,-0.4,-3.6,-1.2,-0.2,6.8,16.5,3.4,6.2
Cc1ccc(NC(=O)C(c2ccccc2)c2ccccc2)c(O)c1,-4.4,-0.6,-10.4,-1.2,-7.5,-7.3,16.1,1.8,11.8
Cn1cnnc1SCC(=O)Nc1ccccc1C(=O)NC1CCCC1,-2.0,-0.3,0.9,2.3,2.4,4.4,-4.1,-2.3,7.7
CC(=O)Nc1ccc(-c2nc3ccccc3o2)cc1,-1.1,12.8,-2.2,3.1,1.0,-1.4,1.5,6.0,-5.5
COc1cccc(NC(=O)CSc2c3c(nc4ccccc24)CCCC3)c1,-9.6,6.1,2.0,0.8,-3.4,-2.2,5.7,11.0,1.1
Fc1ccc(Nc2c3c(nc4ccccc24)CCC3)cc1,-0.5,2.9,0.8,1.7,-1.2,1.7,6.5,2.6,-3.8

# A second format for part of the listing above.
molecule	PAFAH2 inh	pPAFAH FP inh	LYPLA1 counter	Fam108B counter	PME-1 primary	PAFAH1B3 FP inh	PAFAH1B2 FP inh	PAD4 FP inh	GSTO1 counter
CCn1c(SCC(=O)NC2CC2)nnc1-c1ccccn1	-7.5	-2.4	-1.3	2.3	2.9	7.3	8.4	-2.7	4.5
N/C(Cc1ccc([N+](=O)[O-])cc1)=N\OC(=O)COc1ccc2ccccc2c1	-1.4	7.8	1.1	1.4	5.1	6.9	1.7	1.0	-2.7
